TRPM1 prom inh: inhibitors of MITF-dependent TRPM1 promoter reporter, primary screen, cell-based, SK-MEL-5, single point, luciferase; SK-MEL-5 TRPM1 promoter luciferase, 24 h; inhibition, % at 12.5 µM; 330,000 compounds, 0.83% hits; AID 488899, 2010;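 active = mean inhibition across replicates of 60% or more, whatever share of single replicates reaches that level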; also: values of inactives mirror those of a sister screen read the other way
HTR2A ag: mouse Htr2a agonists via beta-arrestin recruitment, primary screen, cell-based, luminescence | 5-hydroxytryptamine receptor 2A (Mus musculus), P35363 | CHO-K1 mHTR2A beta-arrestin complementation; percent of 30 µM serotonin response | activation, % at 7.6 µM | 360,000 compounds, 0.66% hits | AID 624169, 2012;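 active = activation above a run cutoff, the mean activation of all tested compounds plus 3 SD, cut at about 14% in these data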;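 also: 0% = plate median of compound wells and 100% = 30 µM serotonin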
Peg3 prom inh: Peg3 promoter-driven luciferase inhibitors, primary screen, cell-based, HeLa, luciferase luminescence. HeLa PEG-Prom luciferase reporter, overnight. inhibition, % at 20 µM. AID 588405, 2011. 360,000 compounds, 1.7% hits;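 active = inhibition of at least 50% at 20 µM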
PDI inh: inhibitors of human PDI, primary screen, biochemical, turbidity, single point, plate reader; 350,000 compounds, 0.052% hits; PDI insulin aggregation turbidity, A650, 90 min; inhibition, % at 10 µM;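 active = mean inhibition across replicates of 30% or more, whatever share of single replicates reach that level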;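 also: absorbance from insulin aggregation driven by PDI reduction with DTT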
Target sequence (P07237 whole entry, looked up): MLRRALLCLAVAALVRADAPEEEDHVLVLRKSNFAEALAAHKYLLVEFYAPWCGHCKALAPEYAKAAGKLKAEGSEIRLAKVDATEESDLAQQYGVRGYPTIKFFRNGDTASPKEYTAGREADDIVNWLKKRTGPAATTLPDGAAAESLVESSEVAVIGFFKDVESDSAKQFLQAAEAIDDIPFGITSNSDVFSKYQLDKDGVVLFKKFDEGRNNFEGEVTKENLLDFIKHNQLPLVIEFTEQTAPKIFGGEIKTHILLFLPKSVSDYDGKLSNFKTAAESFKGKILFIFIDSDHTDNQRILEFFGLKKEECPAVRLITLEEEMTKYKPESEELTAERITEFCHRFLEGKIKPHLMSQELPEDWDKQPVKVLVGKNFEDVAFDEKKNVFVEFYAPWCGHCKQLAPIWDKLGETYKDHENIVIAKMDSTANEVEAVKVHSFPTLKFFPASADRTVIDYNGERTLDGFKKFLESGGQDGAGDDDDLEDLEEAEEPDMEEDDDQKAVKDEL
NR2E3 ag-1: NR2E3 agonists in two-hybrid cells, primary screen, cell-based, luminescence, CHO-S, Gal4-NCOR/VP16-NR2E3; 360,000 compounds, 0.35% hits; luciferase; inhibition of corepressor binding, % at 3.98 µM; AID 602229, 2012;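 active = inhibition above the mean of all tested compounds plus 3 SD, cut at about 70% in these data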;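 also: 0% = DMSO with NR2E3 transfected cells and 100% = cells lacking NR2E3 construct; higher means lower luciferase signal from less NR2E3 corepressor binding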
Target sequence (Q9Y5X4 whole entry, looked up, the tested form may be a part): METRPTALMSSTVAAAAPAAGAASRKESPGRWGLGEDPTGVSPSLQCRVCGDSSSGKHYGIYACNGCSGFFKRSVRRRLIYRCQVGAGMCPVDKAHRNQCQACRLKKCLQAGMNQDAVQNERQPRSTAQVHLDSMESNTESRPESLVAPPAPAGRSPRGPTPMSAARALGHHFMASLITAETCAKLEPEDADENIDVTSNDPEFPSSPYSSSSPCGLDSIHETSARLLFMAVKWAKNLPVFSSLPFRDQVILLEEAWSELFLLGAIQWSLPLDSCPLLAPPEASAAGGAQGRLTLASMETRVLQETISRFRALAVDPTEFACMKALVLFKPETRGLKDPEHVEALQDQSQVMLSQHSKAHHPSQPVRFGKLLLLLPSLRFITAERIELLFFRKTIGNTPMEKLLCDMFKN
CaV13 FRET inh: Disruptors of the CACNA1D IQ motif to Ca2+-dependent inactivation inhibitor domain association, primary screening, Förster resonance energy transfer in intact living … | HEK cells, CFP/YFP FRET ICDI-IQ, plate reader, 10 min; percent FRET-ratio fall versus neutral wells | inhibition, % at 12.3 µM | 340,000 compounds, 0.098% hits;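 active = mean replicate inhibition of at least 30% and at least 1% of replicates passing that level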;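 also: 0% = median of the neutral control wells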
NR2E3 ag-2: inhibitors of NR2E3-RetCOR corepressor binding, primary screen, NR2E3 agonist project, biochemical, TR-FRET, GST-NR2E3, biotin-RetCOR. 320,000 compounds, 0.12% hits. inhibition of corepressor binding, % at 4.78 µM. 1536-well. Photoreceptor-specific nuclear receptor (Homo sapiens), Q9Y5X4. AID 2300, 2010;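 active = percent inhibition above the cutoff of mean plus 3 SD of all tested compounds, set per screening campaign, cut at about 20% in these data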;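 also: 0% = DMSO wells and 100% = biotin wells as full block of FRET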
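System: GST-tagged NR2E3 plus biotinylated RetCOR corepressor; Amount: 1.35 nM GST-tagged NR2E3 final; Dosing: single nominal compound dose of 4.8 µM; Schedule: 5 h incubation at 4 °C; Technique: TR-FRET with europium anti-GST and streptavidin-D2, 340 nm excitation; Controls: biotin wells as high control, 0.6% DMSO wells as low control.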
HIF-2a block: HIF-2a reporter inhibitors, primary screen, luminescence, 786-0 RCC cells. 786-0 RCC cells HIF-2a reporter, luciferase luminescence, overnight. 360,000 compounds, 0.72% hits. inhibition, % at 18.8 µM;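 active = inhibition of the luminescence signal of 40% or more relative to plate controls, in a single-dose primary screen at 18.75 µM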
iPSC survival up: enhancers of single-cell hiPSC survival, primary screen, ATPlite luminescence. 360,000 compounds, 0.044% hits. survival enhancement, % at 20 µM. AID 602274, 2012. 100% = ROCK inhibitor wells, 0% = DMSO; in the data active = survival enhancement above about 18%;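 also: cells exposed to compounds for 16 hours before the ATP read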
H9c2 protect: cardioprotection against H2O2-induced cell death, primary screen, uHTS, H9c2 cells, ATPLite luminescence; 360,000 compounds, 0.63% hits; H9c2 cardiomyocytes, H2O2 injury protection, 2 h; AID 588492, 2011; protection from H2O2 cell death, % at 20 µM;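 active = compounds giving at least 50% protection of heart cells from peroxide-induced death in the single-dose screen, raw or plate-pattern-corrected value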;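 also: 0% = DMSO wells with peroxide and 100% = DMSO wells without peroxide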
Shn3 3UTR inh: reduction of Shn3 3'UTR firefly luciferase signal, primary screen, Schnurri-3 inhibitor project, cell-based, Clone20 osteoblasts, set 2. inhibition, % at 12.5 µM. 360,000 compounds, 0.52% hits. Clone20 osteoblast Shn3 3'UTR firefly luciferase, 24 h;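 active = mean inhibition of at least 75% with every replicate also reaching 75%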;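 also: 0% = median of neutral control wells and 100% = pilot-screen positive control compound; some compounds past the cut are filed as inactive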
Active calls of the source: *; / = not tested or not shown.

| canonical_smiles | TRPM1 prom inh | HTR2A ag | Peg3 prom inh | PDI inh | NR2E3 ag-1 | CaV13 FRET inh | NR2E3 ag-2 | HIF-2a block | iPSC survival up | H9c2 protect | Shn3 3UTR inh |
| --- | --- | --- | --- | --- | --- | --- | --- | --- | --- | --- | --- |
| COc1ccc(NC(=O)c2cc(-c3ccco3)on2)cc1OC | -58.9 | -3.6 | -115.0 | -0.9 | -3.5 | -3.3 | 2.1 | -130.9 | -0.2 | -4.4 | -47.9 |
| COc1ccc2c(c1)-c1c(ssc1=S)C(C)(C)N2C(=O)CSC1=NCCS1 | -6.1 | -2.2 | 23.2 | -1.3 | 9.9 | -4.0 | -2.1 | 20.9 | -4.0 | 11.5 | 7.6 |
| Cc1cc2cc(CNC(=S)Nc3ccc(OC(F)F)cc3)ccc2[nH]1 | -2.6 | -1.6 | -4.5 | / | -7.0 | -3.2 | -1.1 | -16.0 | -0.7 | -18.1 | 2.2 |
| Cc1ccc(S(=O)(=O)NN=CC2(c3ccccc3)CC2)cc1 | / | 7.6 | 9.4 | -1.1 | 9.6 | -9.7 | / | 1.8 | -1.8 | -4.6 | 3.3 |
| COc1ccc(NC(=O)O/N=C2/CCCc3ccc(OC)cc32)cc1 | -0.6 | -8.0 | -19.7 | 10.2 | -12.9 | / | 2.2 | -36.6 | 9.8 | -12.7 | -17.1 |
| COC(=O)NC1CSCC1OC(=O)c1ccc(Br)cc1 (stereo not given) | 17.3 | -0.4 | 20.9 | 0.1 | -4.3 | -5.9 | 1.3 | 7.9 | -1.3 | -3.5 | 2.1 |
| CC(O)(C#CCN1CCCC1)c1ccccc1 (stereo not given) | 2.6 | 2.3 | 7.6 | -5.1 | 1.8 | / | 3.1 | 1.9 | 1.3 | -1.7 | -19.7 |
| CC(C)C[C@H]1CNC(=S)N1CC1CCCN1C[C@H](CC(C)C)N1C[C@H](Cc2ccccc2)N(CC2CCCCCC2)C1=S (stereo not given in full) | -6.3 | 0.1 | -3.1 | 6.9 | -25.3 | -3.2 | / | 10.9 | -4.2 | -5.4 | 21.1 |
| COc1cc(C(=O)OCC(=O)N(CC(C)C)C2CCS(=O)(=O)C2)cc(OC)c1C (stereo not given) | 0.2 | 1.1 | 8.6 | 3.5 | 2.8 | -4.5 | 2.6 | -5.1 | 0.5 | -1.2 | 2.4 |
| C[C@H](CO)N1C[C@H](C)[C@@H](CN(C)S(=O)(=O)c2ccccc2)Oc2c(NC(=O)NC3CCCCC3)cccc2C1=O | / | 4.0 | 3.0 | -1.7 | -15.2 | -10.5 | / | 8.9 | 3.0 | 14.0 | 7.5 |
| O=C(NCCN1C(=O)S/C(=C\c2ccc(Cl)cc2Cl)C1=O)C1=COCCO1 | -30.6 | -10.5 | -157.6 | 1.4 | 10.7 | -6.0 | -2.3 | -83.8 | -0.3 | -8.8 | -22.8 |
| OC(COc1ccc(OCC(O)CN2CCCCC2)cc1)CN1CCCCC1 (stereo not given) | -9.6 | 16.8* | -12.3 | 0.7 | -2.6 | -4.0 | 2.5 | 25.8 | 0.7 | -1.9 | -12.5 |
| CC(C)(C)C(=O)NC(=O)Nc1ccccc1C(F)(F)F | 3.5 | -1.5 | 4.5 | 0.3 | -22.4 | -19.2 | -0.9 | 5.0 | -0.5 | -2.5 | -7.7 |
| COc1cccc(C(=O)NNC(=O)C(=O)Nc2ccc(OC)cc2OC)c1 | 7.7 | 4.7 | -10.7 | -1.1 | -5.8 | -2.2 | 3.1 | 9.9 | 0.2 | 4.4 | 1.0 |
| CCn1cc(C(=O)OCC(=O)Nc2ccccc2OC(F)F)c(=O)c2ccc(C)nc21 | -1.6 | -4.9 | -2.8 | -1.5 | 12.5 | -6.6 | / | 7.7 | -2.3 | -5.2 | -9.0 |
| Cc1c(NC(=S)N/N=C/c2ccc([N+](=O)[O-])cc2O)c(=O)n(-c2ccccc2)n1C | 5.7 | -3.0 | 3.2 | 1.6 | 10.3 | -3.4 | -0.7 | 21.0 | 0.5 | 17.9 | 8.8 |
| Cn1c(SCC(=O)CC(=O)Nc2ccccc2)nnc1-c1ccc(O)cc1 | 5.6 | -0.7 | 1.0 | 7.7 | -56.7 | -7.9 | 1.5 | -51.3 | -1.0 | 3.5 | -28.1 |
| O=C(NCCS(=O)(=O)NC1CCCC1)c1ccccc1 | 6.4 | -6.0 | -3.6 | -3.3 | -15.1 | -6.1 | -4.2 | 11.0 | -0.5 | -3.2 | 10.1 |
| O=C(Nc1ccc(Cl)cc1)N1CCCN(Cc2ccccc2F)C1 | -10.5 | -5.5 | -4.0 | -7.5 | -0.9 | -8.4 | -1.8 | -27.2 | 1.7 | 3.8 | -13.0 |
| COc1ccc(C(CNC(=O)c2cc(S(=O)(=O)N3CCCC3)ccc2Cl)N2CCCC2)cc1 (stereo not given) | -6.7 | -7.2 | -7.7 | -0.1 | 44.9 | -5.8 | 4.5 | 7.6 | 0.3 | 2.8 | -0.2 |
| c1ccc(C(c2ccccc2)N2CCN(Cc3nc(-c4cnccn4)no3)CC2)cc1 | -9.4 | -0.8 | 6.5 | -8.4 | -27.3 | -3.8 | 2.8 | 13.6 | -0.6 | -4.3 | -5.0 |
| CCc1noc(C)c1C(=O)OCC(=O)Nc1ccc2c(c1)OCO2 | -12.4 | -6.5 | -0.1 | 10.4 | -2.0 | -6.7 | / | -3.1 | 0.0 | 2.1 | -2.7 |
| CCCSc1nc(O)c(C(c2ccc(OC)c(O)c2)c2c(O)nc(SCCC)n(C)c2=O)c(=O)n1C | 5.4 | 1.7 | 10.9 | -22.6 | 1.0 | -3.3 | 1.4 | 4.4 | -1.0 | 2.3 | 5.2 |
| CCOC(=O)Cn1c(=O)cnc2ccccc21 | 8.4 | 1.4 | 11.9 | 17.3 | 8.4 | -4.0 | -0.2 | 12.0 | -0.5 | 9.2 | -2.4 |
| CCCCCc1cccnc1 | 8.1 | 5.2 | -11.6 | 7.4 | -3.5 | -3.5 | -4.4 | 16.9 | 1.1 | 0.4 | 0.0 |
| CCOC(=O)N1CCN(C(=O)Cc2c(C(=O)O)n(C)c3ccccc23)CC1 | -5.3 | 3.4 | 3.5 | -2.5 | 7.4 | 0.2 | -0.7 | 8.2 | 1.0 | 2.6 | -18.6 |
| CN(C(=O)c1cccc(NC(=O)Cc2ccc(NC(=O)C3CCCN(C(=O)C4CCCCC4)C3)cc2)c1)C1CCCC1 (stereo not given) | 8.9 | 1.0 | -3.7 | 3.2 | 9.5 | -6.8 | / | 1.9 | 0.3 | -15.7 | 22.1 |
| COc1ccc(CN2CC(C(=O)NCCCN3CCCCCC3)CC2=O)cc1 (stereo not given) | -13.2 | -0.5 | 3.5 | -0.1 | -48.0 | -5.9 | -1.8 | 15.5 | -2.2 | -0.9 | -7.2 |
| O=C(OCc1cn([C@H]2C[C@H](c3ccccc3)N(Cc3cccs3)C[C@@H]2O)nn1)c1ccccc1 | / | 0.3 | -5.5 | -6.1 | -27.4 | -2.2 | / | 9.1 | -2.6 | -5.8 | 7.3 |
| C[C@H]1CN([C@@H](C)CO)C(=O)CCCn2nncc2CO[C@H]1CN(C)C(=O)c1ccc2ccn(C)c2c1 | / | -2.0 | 7.2 | -4.5 | 0.1 | -7.1 | / | -2.6 | 0.7 | 0.8 | -28.5 |
| NC(=O)C1CCN(C(=O)c2ccc3c(=O)n(Cc4ccco4)c(SCC(=O)c4ccccc4)nc3c2)CC1 | -11.1 | -7.9 | -26.6 | 3.4 | 13.4 | -19.8 | 4.4 | -14.6 | -0.5 | 19.9 | -4.7 |
| Cc1ccc(CSc2ncnc3ccccc23)cc1 | -26.7 | -4.0 | -84.4 | 4.4 | 7.3 | -6.7 | 1.9 | -101.1 | 1.2 | -1.2 | 1.2 |
| CCC(=O)Nc1cc2c3c(c1)CCN3C(=O)CC2 | 1.9 | 0.4 | -8.3 | -7.1 | 14.1 | -3.0 | 1.4 | 6.6 | -0.5 | -5.1 | -0.3 |
| S=C(NCc1ccc(Cl)cc1)Nc1ccccc1 | -8.2 | -2.6 | -37.3 | 8.4 | -22.8 | 4.0 | 1.7 | -73.7 | -1.2 | -4.7 | -18.5 |
| CCn1c(N)c(C(N)=O)sc1=S | -11.3 | -3.4 | -5.6 | 4.3 | -2.2 | -5.2 | 2.1 | 18.7 | -0.4 | -12.8 | -16.0 |
| COc1cccc(/C=C/C(=O)OCC(=O)N2CCN(S(=O)(=O)c3ccc(Cl)cc3)CC2)c1 | -10.4 | 3.8 | 5.6 | -2.5 | -14.6 | -6.8 | -1.3 | 2.6 | -0.4 | -1.5 | -13.0 |
| O=C(CN1C(=O)NC2(CCCc3ccccc32)C1=O)N1CCN(c2cccc(C(F)(F)F)c2)CC1 (stereo not given) | 0.2 | -5.6 | -0.5 | 1.4 | -36.5 | -2.9 | -4.3 | 6.4 | -0.3 | -11.6 | 48.8 |
| COc1ccc(/C=N/NC(=O)c2ccc(F)cc2)cc1CN1CCc2cc(OC)c(OC)cc2C1C (stereo not given) | -3.4 | -3.1 | -8.2 | 5.8 | -15.9 | -2.1 | -6.0 | -0.5 | 0.0 | 17.3 | 11.8 |
| CCc1ccc(C(=O)NC(=S)Nc2ccc(N3CCOCC3)cc2)cc1 | 19.8 | 3.2 | -12.6 | -3.7 | 8.8 | -18.0 | 0.7 | -34.6 | -1.6 | -7.3 | 12.8 |
| COc1cc(C)ccc1OCCCCNCc1ccccc1 | 10.7 | 3.1 | -1.5 | -5.6 | 23.5 | -2.7 | 2.5 | 9.6 | -0.2 | -4.0 | 9.5 |
| COc1ccc(N2CCN(/C(=N\S(=O)(=O)c3ccc(C)cc3)Nc3nc(C)cc(C)n3)CC2)cc1 | -3.6 | 1.3 | 11.8 | -10.0 | -8.0 | -4.7 | -0.9 | 14.4 | -1.4 | -5.7 | 1.9 |

Full records, quoted from the list. Order of values: TRPM1 prom inh, HTR2A ag, Peg3 prom inh, PDI inh, NR2E3 ag-1, CaV13 FRET inh, NR2E3 ag-2, HIF-2a block, iPSC survival up, H9c2 protect, Shn3 3UTR inh
`COc1ccc(C(CNC(=O)c2cc(S(=O)(=O)N3CCCC3)ccc2Cl)N2CCCC2)cc1` (stereo not given) is listed with -6.7, -7.2, -7.7, -0.1, 44.9, -5.8, 4.5, 7.6, 0.3, 2.8, -0.2
`COc1ccc(CN2CC(C(=O)NCCCN3CCCCCC3)CC2=O)cc1` (stereo not given) is listed with -13.2, -0.5, 3.5, -0.1, -48.0, -5.9, -1.8, 15.5, -2.2, -0.9, -7.2

High-throughput results (PubChem BioAssay)

Rows are unselected; about 3.9% have a hit in one of these screens.
